Assay outcomes from PubChem.
NCI-60 one-dose screen, 48 h, at 10 µM unless noted. Numbers give growth in % (100 = growth as untreated, 0 = no growth, -100 = all killed).
SW-620: SW-620 colon cancer | hit rate 5.2% among 82,000 | AID 1794795
KM12: KM12 colon cancer cells. hit rate 5% among 82,000. AID 1794800
SNB-75: SNB-75 CNS cancer | hit rate 5% among 79,000
SF-539: SF-539 CNS cancer; hit rate 6.8% among 81,000
HT29: HT29 colon cancer | hit rate 7.4% among 81,000
SNB-19: SNB-19 CNS cancer cells. hit rate 2.5% among 81,000. AID 1794751
SF-295: SF-295 CNS cancer cells. hit rate 5.6% among 79,000. AID 1794758
HCC-2998: HCC-2998 colon cancer; hit rate 4.7% among 79,000; AID 1794799
SF-268: SF-268 CNS cancer cells | hit rate 3.1% among 82,000
Numbers without * were called inactive; / = not tested or not shown; & = joins results of further samples; [ ] = another dose, or the depositor's remark. Rule for the calls: active = growth percent below 10; inactive = the rest.

Sequence of screens: SW-620	KM12	SNB-75	SF-539	HT29	SNB-19	SF-295	HCC-2998	SF-268
- C#Cc1ccccc1NC(=O)c1sc2nc3c(cc2c1N)CCCCC3
→ 102	102	90	101	81	109	113	105	104
- CCCCCc1c(C)[nH]c(/C=C2\N=C(c3ccc[nH]3)C=C2CC)c1C
→ -93*	-91*	-81*	-83*	-87*	-95*	-71*	-90*	-76*
- CS(=O)(=O)c1ccc(N2N=C(c3ccc(-c4ccccc4)cc3)CCC2=O)cc1
→ 100	78	90	85	87	95	68	99	104
- CCC(C)OC(=S)S (configuration not stated)
→ 107	105	93	105	98	103	103	108	102
- Cc1nn(-c2ccccc2)c(C)c1N=Nc1ccc2oc(=O)ccc2c1
→ 99	92	/	93	98	96	100	102	101
- NC(=O)c1cccc(NC(=O)C2CCCO2)c1 (configuration not stated)
→ 102	103	95	98	101	99	90	93	99
- O=C(N/N=c1/oc2ccccc2cc1-c1cc2ccccc2[nH]1)c1ccc(Cl)cc1
→ 91	96	/	90	100	97	101	115	93
- Cc1cc[n+](CC(=O)c2ccc3ccccc3c2)cc1
→ 98	100	90	89	94	101	86	104	101
- COC(=O)c1ccc(F)cc1
→ 106	106	101	95	85	91	121	101	104
- CCCCNCC(C)C(=O)OC (configuration not stated)
→ 104	101	118	101	100	106	109	107	103
- C=CCC(CC)(C(=O)O)C(=O)O
→ 97	102	96	102	108	115	103	95	100
- COc1cc(-c2nnc(Nc3c(C)cccc3C)o2)ccc1O
→ 97	83	88	97	113	104	98	94	93
- CCN(C(=O)c1cc(OC)c(OC)c(OC)c1)C1CCCCC1
→ 109	99	94	110	99	/	77	/	94
- Nc1cc(O)cc2cccnc12
→ 80	100	/	101	106	79	95	100	107
- CCN1C(=S)N(CC)C2Nn3c(s/c(=C4\C(=O)N(C(C)C)c5ccccc54)c3=O)=NC21 (configuration not stated)
→ 100	105	70	92	122	94	102	106	93

Two of these compounds, set out differently.
SMILES | SW-620 | KM12 | SNB-75 | SF-539 | HT29 | SNB-19 | SF-295 | HCC-2998 | SF-268
C=CCC(CC)(C(=O)O)C(=O)O | 97 | 102 | 96 | 102 | 108 | 115 | 103 | 95 | 100
CCC(C)OC(=S)S (configuration not stated) | 107 | 105 | 93 | 105 | 98 | 103 | 103 | 108 | 102

Next records.
Sequence of screens: SW-620	KM12	SNB-75	SF-539	HT29	SNB-19	SF-295	HCC-2998	SF-268
- COc1ccc(C(=O)Nc2ccc(N(C)C)cc2)cc1
→ 107	95	97	101	76	105	105	101	102
- NNC(=O)c1ccc(C(=O)NN)cc1
→ 99	107	113	115	98	103	106	100	106
- COc1ccc(C2=C(c3ccc(OC)cc3)C3(c4ccccc4)C(=O)C2(c2ccccc2)C2C(=O)N(c4ccc(C)cc4)C(=O)C23)cc1 (configuration not stated)
→ 100	103	104	105	96	105	/	105	108
- CC1=C(C)C(=O)OC([C@](C)(O)[C@]2(O)CC[C@@]3(O)[C@@H]4C[C@H]5O[C@]56CC=CC(=O)[C@]6(C)[C@H]4CC[C@]23COC(=O)c2ccc(C)o2)C1 (some centres not stated)
→ -56*	-69*	/	-91*	-74*	-85*	-25*	-74*	-56*
- COc1cc2ncnc(Nc3ccc(S(=O)(=O)Nc4nccs4)cc3)c2cc1OCCCN1CCCCC1
→ 107	100	98	102	102	101	104	99	102
- Clc1ccc(/C=C/c2cc(/C=C/c3c(Cl)cccc3Cl)nc3ccccc23)cc1
→ /	101	117	104	102	94	106	112	109
- ClCCOCCOc1ccc(C2CCCCC2)cc1
→ 110	110	98	102	106	98	97	106	109
- O=[N+]([O-])c1cccc(C[P+](c2ccccc2)(c2ccccc2)c2ccccc2)c1
→ 92	97	84	95	75	110	/	91	98
- Cc1ccc2c(C(C[N+](=O)[O-])c3ccccc3)c(-c3ccccc3)[nH]c2c1 (configuration not stated)
→ 14[9.5 µM]	18[9.5 µM]	-6.9*[9.5 µM]	8.8*[9.5 µM]	0.4*[9.5 µM]	37[9.5 µM]	9.4*[9.5 µM]	55[9.5 µM]	35[9.5 µM]
- CC(=O)Nc1ccc(-n2cnc3ccc(-c4ccc(O)cc4)cc32)cc1
→ 39	18	56	34	102	55	56	66	36
- O=c1cc(-c2ccccc2)nc2sc(-c3c[nH]c4ccc(Br)cc34)nn12
→ 105	103	108	96	102	88	100	109	102
- CCOC(=O)c1c(C)oc(=O)c(CC)c1O
→ 102	111	106	100	103	102	/	109	113
- Cc1c(C(=O)N2CCN(c3ccccc3)CC2)nn(-c2ccc(Cl)cc2)c1-c1ccc(Cl)cc1
→ 87	84	90	94	58	88	83	91	89
- Cn1cc(/C=C\C(=O)O)c2nccnc21
→ 99	100	92	104	106	97	111	96	103
- Cc1cccc(C)c1OCc1nnc(SCC(=O)O)n1-c1c(C)cccc1C
→ 107	107	86	105	94	95	149	101	111

An excerpt from above, limited to HT29, SF-295 and SF-268.
canonical_smiles | HT29 | SF-295 | SF-268
Cc1c(C(=O)N2CCN(c3ccccc3)CC2)nn(-c2ccc(Cl)cc2)c1-c1ccc(Cl)cc1 | 58 | 83 | 89
ClCCOCCOc1ccc(C2CCCCC2)cc1 | 106 | 97 | 109
NNC(=O)c1ccc(C(=O)NN)cc1 | 98 | 106 | 106
O=c1cc(-c2ccccc2)nc2sc(-c3c[nH]c4ccc(Br)cc34)nn12 | 102 | 100 | 102

Arranged by SMILES length (lowest first): four of the compounds above.
Sequence of screens: SW-620	KM12	SNB-75	SF-539	HT29	SNB-19	SF-295	HCC-2998	SF-268
- ClCCOCCOc1ccc(C2CCCCC2)cc1
→ 110	110	98	102	106	98	97	106	109
- Cn1cc(/C=C\C(=O)O)c2nccnc21
→ 99	100	92	104	106	97	111	96	103
- CCOC(=O)c1c(C)oc(=O)c(CC)c1O
→ 102	111	106	100	103	102	/	109	113
- Cc1cccc(C)c1OCc1nnc(SCC(=O)O)n1-c1c(C)cccc1C
→ 107	107	86	105	94	95	149	101	111

New compounds follow.
Sequence of screens: SW-620	KM12	SNB-75	SF-539	HT29	SNB-19	SF-295	HCC-2998	SF-268
- COc1ccc2cc1Oc1ccc(cc1)C[C@H]1c3c(cc4c(c3Oc3cc5c(cc3OC)CCN(C)[C@@H]5C2)OCO4)CCN1C
→ 55	55	71	-56*	4.4*	76	58	60	36
- Fc1ccc(Nc2nc3nonc3nc2Nc2ccc(F)cc2)cc1
→ 9.5*	3.9*	-13*	-7.8*	2.8*	23	-21*	13	18
- O=C1CCC(NNS(=O)(=O)c2ccccc2)N1 (configuration not stated)
→ 97	98	106	105	110	100	107	93	100
- COc1nc(Cl)nc(OC)n1
→ 109	107	111	102	91	102	100	113	100
- O=C1CN(Cc2ccc3c(c2)OCO3)NO1
→ 108&103	111&106	79	93&89	106&99	92&106	98	120&106	114&106
- Cc1ccc(S(=O)(=O)NCCNc2nccc(-c3c(-c4cccc(F)c4)nc4occn34)n2)cc1
→ 92	74	77	104	44	88	95	98	70
- O=C(COc1ccc(Cl)cc1Cl)OCCCOc1ccc(Cl)cc1Cl
→ 76	88	95	95	98	113	92	92	99
- O=C1/C(=C/c2ccc([N+](=O)[O-])cc2)CN(C(=O)CCN2CCC(=NO)CC2)C/C1=C\c1ccc([N+](=O)[O-])cc1
→ -53*	-55*	/	-43*	-50*	-42*	-29*	-72*	-22*
- CCCCC1(CC)COC(C)(c2ccccc2)OC1 (configuration not stated)
→ 108	112	102	96	106	104	107	113	106
- O=C(CSCc1ccccc1)c1ccccc1
→ 105	103	113	106	96	107	/	108	90
- Clc1ccccc1/C=N/N=C/c1ccccc1Cl
→ 97	100	95	97	92	98	92	102	108
- COC(=O)CCCCCCN=Cc1c(O)c(O)c(C(C)C)c2cc(C)c(-c3c(C)cc4c(C(C)C)c(O)c(O)c(C=NCCCCCCC(=O)OC)c4c3O)c(O)c12
→ 18	18	59	15	6.9*	18	7.3*	33	33
- S=c1sc(-c2ccccc2)nn1-c1ccccc1
→ 103	99	100	95	102	99	95	113	96
- C/C=C/C1OC23CCCCC2C(C#N)(C(=N)O3)C1(C#N)C#N (configuration not stated)
→ 93	96	86	98	109	101	110	109	98
- Cc1[nH]c(-c2cc(N)ccc2Cl)c2c1C(=O)CCCC2
→ 65	33	1.7*	25	13	36	32	34	53

(listing goes on)
Sequence of screens: SW-620	KM12	SNB-75	SF-539	HT29	SNB-19	SF-295	HCC-2998	SF-268
- CC(=O)Cc1nsc(NC(=O)c2ccc(COc3cccc(C)c3)o2)n1
→ 105	99	93	103	103	98	97	105	100
- O=C(Nc1cccc(Cl)c1)Oc1ccc2c(c1)CCC2
→ 97	103	99	113	93	/	94	100	103
- COc1ccc(COC(=O)CC(C)C)cc1
→ 105	98	92	96	96	103	97	103	93
- c1ccc(-c2nc(N3CCOCC3)c3c4c(sc3n2)CCCCCC4)nc1
→ 87	45	29	77	66	/	6.0*	73	74
- Fc1cccc(Cl)c1Cn1c(-c2cncs2)nc2ccccc21
→ 86	/	72	99	95	88	80	99	91
- Cc1cc(N2CCOCC2)nc(N2CCN(CC(=O)Nc3ccc4c(ccn4C)c3)CC2)n1
→ 100	102	101	98	99	89	87	121	96
- COc1ccc2c(C)cc(=O)oc2c1OCC(O)CN1CCOCC1 (configuration not stated)
→ 113	102	87	111	96	/	73	97	101
- COc1cc2nc(Sc3cnc(N)s3)n(Cc3ccccc3)c(=O)c2cc1OC
→ 106	106	87	109	117	95	109	99	117
- [O-][n+]1onc(-c2csc(-n3nc(C(F)(F)F)cc3C(F)(F)F)n2)c1-c1ccccc1
→ 97	86	/	94	88	95	76	96	83
- CC(=O)CC(=O)Nc1ccc(OS(N)(=O)=O)cc1
→ 99	92	88	106	104	109	96	91	95
- CCCC[P+](CCCC)(CCCC)Cc1ccccc1
→ 92&98	98&94	87&93	105&104	52&49	103&109	/	87&86	102&97
- C#CCC1(CC#C)C(=O)[C@@H]2C[C@@H](O)[C@@H](O)C[C@]2(C)[C@H]2CC[C@@]3(C)C(=C21)CC[C@@H]3[C@@](C)(O)[C@H](O)CCC(C)(C)O
→ 100	106	109	102	100	99	109	89	99
- c1ccc(Cn2cc3c(c2-c2ccccc2)CCc2cncnc2-3)cc1
→ 94	100	103	133	100	102	112	122	105
- COc1ccc(/C=C(/C(=O)N2CCN(c3ccc(C)cc3)CC2)c2cc(OC)c(OC)c(OC)c2)cc1N
→ 27	3.8*	9.7*	-4.4*	3.3*	34	15	32	26
- Nc1nnc2cc(Cl)ccc2n1
→ 96	97	92	111	119	104	140	110	112

More results
Sequence of screens: SW-620	KM12	SNB-75	SF-539	HT29	SNB-19	SF-295	HCC-2998	SF-268
- O=CNc1ccc2c(c1)Cc1cccc(NC=O)c1-2
→ 98	68	91	101	96	102	111	97	94
- NC(=O)SCC(=O)Nc1cccc2ccccc12
→ 105	116	135	106	115	105	107	115	123
- C/C(=N/N)c1nnn(-c2ccc(F)cc2)c1C
→ 101	101	97	102	106	103	99	99	99
- Cc1ccnc(Nc2nc3c(s2)C2=CC[C@H]4[C@@H]5C[C@@H]6O[C@]7(CC[C@@H](C)CO7)C(C)[C@@H]6[C@@]5(C)CC[C@@H]4[C@@]2(C)CC3)c1 (some centres not stated)
→ 105	97	124	98	101	90	96	97	102
- Cc1ccccc1NS(=O)(=O)c1ccccc1
→ 119	114	105	104	113	110	109	100	112
- O=Cc1c(OCc2cnnn2CC(=O)Nc2ccccc2)ccc2ccccc12
→ 97	98	77	102	109	102	101	95	95
- Nc1nc(N)nc(Oc2ccccc2)n1
→ 107	100	89	105	109	108	/	112	101
- Clc1ccc(CN2COc3c(ccc4cccnc34)C2)cc1Cl
→ 18	7.8*	9.3*	-37*	30	19	-19*	-25*	-3.2*
- COC(=O)c1ccc(-c2nc(CSc3nc4ccccc4o3)no2)cc1
→ 104	97	84	101	95	105	98	102	99
- CCN(Cc1ccc(Cl)c(Cl)c1)c1ccc2nc(N)nc(N)c2c1C
→ -78*	-93*	-95*	-98*	-79*	-97*	-63*	-94*	-70*
- Cc1ncc(C(=O)Nc2ccc(CN3CCN(C)CC3)c(C(F)(F)F)c2)cc1C#Cc1c(N)ncc2ccc(F)cc12
→ -72*	-81*	-3.3*	-94*	-87*	-100*	42	39	20
- CS(=O)(=O)OCCC(=O)N1CCN(C(=O)CCOS(C)(=O)=O)CC1
→ 93	111	88	92	111	109	/	110	108

2 entries drawn at random from the list so far, as already listed:
Sequence of screens: SW-620	KM12	SNB-75	SF-539	HT29	SNB-19	SF-295	HCC-2998	SF-268
- CCCCCc1c(C)[nH]c(/C=C2\N=C(c3ccc[nH]3)C=C2CC)c1C
→ -93*	-91*	-81*	-83*	-87*	-95*	-71*	-90*	-76*
- O=C(COc1ccc(Cl)cc1Cl)OCCCOc1ccc(Cl)cc1Cl
→ 76	88	95	95	98	113	92	92	99
